VLA-4 inh = inhibition in human VLA-4 binding assay, primary screen, VLA-4 allosteric modulator project, MLPCN library, flow cytometry, VLA-4 expressing cells | inhibition, % (about 7 µM as worked out from the volumes in the protocol) | Integrin alpha-4 (Homo sapiens), P13612 | 330,000 tested, 0.2% active | ligand binding flow cytometry; in the data active = inhibition above about 50%
Bcl-xL primary = inhibitors of human Bcl-xL, primary screen, biochemical, fluorescence polarization, HTS; 320,000 tested, 0.7% active; GST-Bcl-xL / FITC-Bim BH3 peptide fluorescence polarization; inhibition, % at 10.9 µM; Bcl-2-like protein 1 (Homo sapiens), Q07817; AID 2129, 2009;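 active = inhibition above the mean of all tested compounds plus 3 SD, cutoff set per campaign, cut at about 30% in these data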;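 also: 0% = DMSO wells and 100% = unlabeled Bim-BH3 peptide competitor; inhibitors lower millipolarization by displacing the labeled peptide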
GRK2 aptamer HTS = compounds blocking aptamer binding on GRK2 – biochemical, human GRK2, bead flow cytometry, HTS, primary screen. Beta-adrenergic receptor kinase 1 (Homo sapiens), P25098. FAM-aptamer displacement from GRK2. inhibition of aptamer binding, % at 10 µM. 330,000 tested, 0.59% active. AID 488847, 2010;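 active = inhibition of aptamer binding above 40%, roughly 3 SD of noise, on plates passing a quality check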;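 also: median bead fluorescence of bound FAM aptamer so fluorescent compounds give negative values; no value below 0 was filed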
Fam108B inh = mouse Fam108B serine hydrolase inhibitors, primary screen, counter-screen for RBBP9 inhibitor project, biochemical, fluorescence polarization; recombinant Fam108B, FP-Rh probe fluorescence polarization; inhibition, % at 9.51 µM; 300,000 tested, 0.33% active;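 active = inhibition above the screen mean inhibition plus 3 SD, computed separately per campaign, cut at about 18% in these data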;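 also: inhibitors lower polarization as less probe binds the enzyme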
GLD-1 TGE inh = GLD-1/TGE RNA complex disruptors, primary screen, biochemical, fluorescence polarization | Female germline-specific tumor suppressor gld-1 (Caenorhabditis elegans), Q17339 | purified GLD-1 + fluorescein TGE RNA | inhibition, % at 5.96 µM | 320,000 tested, 0.44% active | AID 2280, 2010;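 active = percent inhibition above a per-plate cutoff, the plate mean of test compounds plus 3 SD, cut at about 30% in these data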;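 also: 0% = DMSO wells with GLD-1 and probe and 100% = wells lacking GLD-1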
AGP1-GFP MLPCN = modulators of AGP1-GFP expression in yeast TOR pathway, primary screen, cell-based, multiplex flow cytometry, S. cerevisiae, MLPCN library | 3 h; GFP as percent of DMSO wells | GFP response vs DMSO, % at 10 µM | 320,000 tested, 0.02% active | AID 2066, 2009;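 active = GFP response relative to DMSO above a set limit, near screen average plus 3 SD, cut at about 150% in these data; inconclusive = fewer than 70 cells counted for the yeast strain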;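 also: median GFP channel fluorescence of the gated AGP1 strain per well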
MEX-5 binding = MEX-5 zinc finger RNA-binding disruptors – biochemical, C. elegans, fluorescence polarization, MLPCN library, primary screen. Zinc finger protein mex-5 (Caenorhabditis elegans), Q9XUB2. MEX-5/FITC-TCR2 RNA binding; hits give low values. activity score (negative = inhibition of binding), % at 10 µM. 300,000 tested, 0.38% active. AID 1832, 2009;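 active = inhibition past about -25% in most replicates, and total fluorescence under double the plate's negative control median, limit read from the data; inconclusive = replicates evenly split on the limit, or fluorescence at least double controls; inactive = too little inhibition in most replicates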;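 also: 0% = DMSO and -100% = 5 µM competing unlabeled TCR2 RNA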
Target sequence (Q9XUB2 whole entry, looked up): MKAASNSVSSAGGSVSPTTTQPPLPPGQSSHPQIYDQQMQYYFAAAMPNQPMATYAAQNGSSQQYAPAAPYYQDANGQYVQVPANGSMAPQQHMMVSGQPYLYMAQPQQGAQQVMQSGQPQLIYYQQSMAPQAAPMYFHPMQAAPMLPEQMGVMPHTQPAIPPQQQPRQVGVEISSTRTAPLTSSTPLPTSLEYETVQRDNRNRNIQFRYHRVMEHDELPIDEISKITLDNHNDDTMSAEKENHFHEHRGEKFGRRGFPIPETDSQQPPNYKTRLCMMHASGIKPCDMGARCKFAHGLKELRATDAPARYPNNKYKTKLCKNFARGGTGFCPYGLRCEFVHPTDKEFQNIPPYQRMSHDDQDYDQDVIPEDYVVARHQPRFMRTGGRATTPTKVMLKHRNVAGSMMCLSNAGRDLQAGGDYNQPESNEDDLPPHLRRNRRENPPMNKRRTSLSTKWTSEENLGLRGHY
MCL1-BIM inh = inhibitors of MCL1 binding to BIM-BH3, primary screen, biochemical, fluorescence polarization; 320,000 tested, 0.68% active; inhibition, % at 10.9 µM; GST-MCL1 / FITC-Bim-BH3 fluorescence polarization;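 active = inhibition above the mean inhibition of all tested compounds plus 3 SD, set per campaign, cut at about 40% in these data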;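 also: 0% = DMSO wells and 100% = unlabeled Bim-BH3 peptide control; higher means more loss of mP so more displacement of Bim peptide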
Target sequence (Q07820 whole entry, looked up): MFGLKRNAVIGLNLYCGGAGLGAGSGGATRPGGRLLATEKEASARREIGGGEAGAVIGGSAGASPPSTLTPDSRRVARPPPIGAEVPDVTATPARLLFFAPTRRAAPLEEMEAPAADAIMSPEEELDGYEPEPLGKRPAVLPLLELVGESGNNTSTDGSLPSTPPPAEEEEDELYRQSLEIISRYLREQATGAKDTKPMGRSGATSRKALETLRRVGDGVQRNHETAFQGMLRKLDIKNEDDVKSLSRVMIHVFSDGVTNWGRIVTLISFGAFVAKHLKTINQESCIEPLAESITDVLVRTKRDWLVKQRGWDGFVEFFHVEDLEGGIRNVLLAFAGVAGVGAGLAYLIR
CIT2-GFP yeast = modulators of CIT2-GFP expression in yeast, primary screen, S. cerevisiae, GFP fusion, multiplex flow cytometry, MLPCN library; S. cerevisiae CIT2-GFP strain, 3 h; 100 means same as DMSO wells; GFP response vs DMSO, % at 10 µM; 320,000 tested, 0.065% active; AID 2029, 2009;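 active = GFP response relative to DMSO above a set limit, near the screen mean plus 3 SD, cut at about 150% in these data; inconclusive = Fewer than 70 cells measured for a yeast strain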;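 also: ratio of well median GFP fluorescence to mean of DMSO wells on the plate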
An asterisk follows results filed as active; ? = inconclusive; . = no result given. Random draw from the library. About 2.2% of those tested had a hit in this group.

Each structure is followed by: VLA-4 inh, MCL1-BIM inh, CIT2-GFP yeast, MEX-5 binding, Fam108B inh, Bcl-xL primary, AGP1-GFP MLPCN, GRK2 aptamer HTS, GLD-1 TGE inh
#1 Cc1cccc(Nc2nnc(SCC3CCCCO3)s2)c1 (centres undefined)
    16, -2, 82, 0.2, -2, -1, 85, 0, -4
#2 C=CCc1ccccc1OCC(O)CN1CCN(C(=O)OCC)CC1 (centres undefined)
    15, -1, 104, 2.7, -5, -1, 83, 0, -4
#3 Cc1ccc(C)c(N2CCN(C(=O)CCc3nc4ccccc4[nH]3)CC2)c1
    8, 3, 99, 1.1, -2, 8, 100, 1, 8
#4 CC(=O)N1c2ccc(S(=O)(=O)N3CCCCC3)cc2CC1C(=O)Nc1cccc(C)c1 (centres undefined)
    3, -1, ?, 2.5, -4, 2, ?, 2, 0
#5 CCOCC(=O)Nc1nnc(COCC)s1
    -2, 8, 103, 1.2, 4, 1, 110, 1, 1
#6 CSc1nnc2c(n1)OC1(Nc3ccccc3-2)C(=O)Nc2ccccc21 (centres undefined)
    -5, 0, 95, 0.7, -1, 3, 95, 0, 0
#7 CCOc1ccc(C2C([N+](=O)[O-])=C(C)N(C)C(=O)N2C)cc1OC (centres undefined)
    21, -1, 98, 2.9, 1, -2, 102, 2, 3
#8 CC(C)OC(=O)CSc1nnc(CNc2cccc(Cl)c2)n1C
    0, 3, 102, 0.1, 1, 0, 102, 0, 1
#9 COc1ccc(NS(=O)(=O)c2ccc(O)c(C(=O)OCC(=O)Nc3ccc4c(c3)OCCO4)c2)cc1
    10, 1, 107, ., 1, 3, 105, 0, 6
#10 N/C(=N\OC(=O)c1ccc(Cl)c([N+](=O)[O-])c1)c1ccccn1
    31, 9, 114, 0.8, -2, 6, 96, 0, 7
#11 O=C(CCCNS(=O)(=O)c1ccc(Cl)c(Cl)c1)NCCc1ccccn1
    6, 6, 100, 0.0, 1, 2, 98, 2, -1
#12 COc1cc(C(=O)Nc2c(C)cc(C)cc2C)c(-n2cnnn2)cc1OC
    6, 2, ., -0.1, 2, -2, 115, 0, 3
#13 CCN=C1SC(C(=O)Nc2cccc(OCC)c2)CC(=O)N1CC (centres undefined)
    6, 6, 97, 0.0, 3, -1, 105, 2, 12
#14 Cc1cc(=O)[nH]c2n[nH]c(-c3ccccc3)c12
    1, 4, ?, 1.1, 8, 2, ., 1, -3
#15 Cc1cc(OCC(=O)O)c2ccccc2n1
    18, 3, 95, 0.8, -1, 6, 106, 0, -2
#16 CC(NC(=O)c1ccc(Br)s1)C1CCCO1 (centres undefined)
    11, 6, 110, 1.5, -5, 5, 108, 1, 6
#17 O=C1OCCC1Sc1nnc(-c2ccc3c(c2)OCO3)o1 (centres undefined)
    9, 4, 90, 1.7, 2, 4, 99, 5, 9
#18 C=CCn1c(COc2ccccc2)nnc1SCC(=O)N/N=C/c1cc(Cl)ccc1O
    19, 3, 88, 0.6, -3, 6, 80, 2, -2
#19 CCOc1ccc(-c2nnn(CC(=O)N3CCN(c4ccc(F)cc4)CC3)n2)cc1OCC
    -1, -2, 108, -2.9, -2, -5, 101, 0, 6
#20 O=C(CC1CC2CCC1C2)N1CCN(S(=O)(=O)c2ccccc2C(F)(F)F)CC1 (centres undefined)
    16, 5, 93, ., ., 3, 97, 0, 5
#21 COc1ccc(C(CC(=O)O)NC(=O)c2ccccc2[N+](=O)[O-])cc1 (centres undefined)
    0, 2, 97, 0.8, 2, 1, 102, 6, 7
#22 CCN1CCN(c2cc(C(C)C)nc3c(-c4ccccc4)c(C)nn23)CC1
    6, 5, 100, 0.7, 2, 5, 112, 0, 0
#23 Oc1ccc(Cl)cc1-c1cc(-c2ccco2)[nH]n1
    6, -8, 100, -7.1, 3, -2, 39, 2, 7
#24 Cc1ccc(C2=NS(=O)(=O)N(C)C(C(=O)NCc3ccc4c(c3)OCO4)=C2)cc1
    13, 0, 109, -2.3, 3, 4, 104, 0, 2
#25 CCC(=O)NC(=S)Nc1cccc(NC(=O)c2ccccc2Cl)c1
    15, 14, 99, 1.5, -3, 10, 102, 4, -1
#26 O=C(NC(=S)NCc1cccnc1)c1cc(Br)ccc1Cl
    -16, 3, 98, 3.4, 0, 0, 97, 0, -3
#27 Cc1ccc(C(=O)COC(=O)CNC(=O)CNC(=O)c2ccc(C)cc2)cc1
    -8, 4, 108, 0.2, 0, 4, 106, 5, 2
#28 CN(C)S(=O)(=O)N1CCC(Oc2cccc(C(=O)NC3CCCCC3)c2)CC1
    -111, 0, 103, 2.0, 0, 1, 106, 2, 6
#29 COC(=O)C1=C2SC(C)C(=O)N2C(N)=C(C#N)C1c1ccc(OC)c(OC)c1 (centres undefined)
    7, 9, 102, -2.6, -5, 8, ., 1, -11
#30 CC(C)(C)N(Cc1cc2ccccc2[nH]c1=O)C(=O)c1ccco1
    5, -2, 98, 1.4, 0, -1, 104, 1, 6

Brought forward from above: 2 compounds; new compounds follow.
Each structure is followed by: VLA-4 inh, MCL1-BIM inh, CIT2-GFP yeast, MEX-5 binding, Fam108B inh, Bcl-xL primary, AGP1-GFP MLPCN, GRK2 aptamer HTS, GLD-1 TGE inh
#29 COC(=O)C1=C2SC(C)C(=O)N2C(N)=C(C#N)C1c1ccc(OC)c(OC)c1 (centres undefined)
    7, 9, 102, -2.6, -5, 8, ., 1, -11
#30 CC(C)(C)N(Cc1cc2ccccc2[nH]c1=O)C(=O)c1ccco1
    5, -2, 98, 1.4, 0, -1, 104, 1, 6
#31 Fc1ccc(C2=NOC(c3nnc(-c4ccccc4)o3)C2)cc1 (centres undefined)
    39, 10, 87, -0.1, 2, 5, 95, 5, 2
#32 CNC(=S)N/N=C/c1c(Cl)cccc1Cl
    12, 11, 92, -2.6, -2, 3, 93, 0, 7
#33 CC(C)=CCc1cc(-c2oc3cc(O)cc(O)c3c(=O)c2O)ccc1O
    28, 1, 89, 1.0, 7, 3, 102, 11, 4
#34 CC1(C)C(=O)Nc2ccccc2N1C(=O)COC(=O)C1CCCCC1
    -6, -2, 91, -1.2, 0, 3, 93, 1, 11
#35 COc1ccc(-c2ccnc(SCC(=O)Nc3ccccn3)n2)cc1
    2, 5, 83, -0.3, 7, 1, 88, 3, 5
#36 Cc1ccc2nc(NNC(=O)c3ccc4c(c3)OCCO4)sc2c1
    32, -1, 82, 0.9, 4, 0, 95, 1, 3
#37 COC(=O)N/N=C/c1cc(N=Nc2ccccc2)ccc1O
    -6, 7, 107, -1.0, 4, 3, 102, 0, 7
#38 CCOC(=O)c1ccc(N2C(=O)C3CC=C(C)CC3C2=O)cc1 (centres undefined)
    7, 0, 111, 1.6, -2, 2, 112, 3, 4
#39 COc1ccc(OC)c(Nc2nc(N)nc(CSc3nnc(N)s3)n2)c1
    11, 6, 107, -3.0, 2, 3, 103, 1, 9
#40 CCOc1ccc(-c2nnc(SCc3nc4ccccc4[nH]3)n2N)cc1
    -2, 1, 103, 0.9, -3, -3, 99, 0, 4
#41 Cc1cc(C(=O)NC2Cc3ccccc3C2)c(C)o1
    -2, -2, 98, 3.9, 2, 5, 104, 0, -3
#42 Cc1cccc(N(CC(=O)NC(C)C)C(=O)CCC(=O)Nc2ccccn2)c1
    6, 5, 101, -2.2, -3, 0, 102, 1, 2
#43 COc1ccccc1C1CCCN1Cc1nc(-c2cc3c(cc2Cl)OCO3)oc1C (centres undefined)
    19, 0, 100, 7.0, -5, 2, 101, 2, 3
#44 CCOC(=O)N1CCN(S(=O)(=O)c2cc3c(cc2C)NC(=O)CO3)CC1
    16, 0, 103, -1.7, -3, 2, 100, 2, -1
#45 CCc1cccc(CC)c1NC(=S)N(CCN(C)C)C(C)c1cccnc1 (centres undefined)
    -8, 5, 87, 1.9, 0, 1, 93, 3, -1
#46 CCN(CC)S(=O)(=O)c1ccc(OC)c(NC(=O)c2cc(C)on2)c1
    12, -4, 99, -0.8, 2, 2, 103, 1, -1
#47 CCN(CC(=O)NC1CCS(=O)(=O)C1)S(=O)(=O)c1ccc2ccccc2c1 (centres undefined)
    11, 6, 101, 0.4, 0, 4, 96, 1, 6
#48 COc1ccc2oc(=O)c(-c3nc(C)cs3)cc2c1
    -3, 5, 102, ., 2, 7, 100, 6, -2
#49 CC(=O)c1ccc(Nc2cc(C)nc3nc(C)nn23)cc1
    18, -5, 107, -3.2, 1, -1, 119, 2, 8
#50 CCSc1nncn1/N=C/c1ccc(OC)c(OC)c1
    4, 0, 94, 1.6, -3, 3, 101, 1, -6
#51 c1ccc(CCc2nc(-c3ccccc3)no2)cc1
    -2, 5, ?, -1.3, 3, -1, ?, 1, 0
#52 CC(C)C(c1nnnn1CC1CCCO1)N1CCN(C2CCCC2)CC1 (centres undefined)
    -2, -13, 109, 1.2, 3, -1, 108, 0, 3
#53 O=C(C1CC1)N1CCN(c2ccc([N+](=O)[O-])cc2-n2cccc2)CC1
    9, 1, 93, -1.0, 0, 5, 96, 0, -4
#54 CN(C)/C=N/c1sc2c(c1C#N)CCCCC2
    11, 12, 91, 1.3, 0, 4, 87, 0, -1
#55 CCCCS(=O)(=O)N1CCCC(C(=O)Oc2ccccc2)C1 (centres undefined)
    0, 4, 101, -0.1, -4, 6, 102, 3, 5
#56 COc1ccccc1CN1C[C@@H]2C[C@@H](c3ccccc3OC)N3CCC[C@@]23C1=O
    5, 0, 101, 6.4, 3, -2, 100, 0, -1
#57 COc1ccc(-c2c(-c3cc(OC)cc(OC)c3)n(C)c3ccc(-c4cnc(N)nc4)cc23)cc1
    8, ., 94, ., ., ., 101, 0, 0
#58 C/C(=N\Nc1nc(C)cc(=O)[nH]1)C1CC1
    3, 0, 100, 1.8, -2, -1, 97, 0, 2
#59 COC(=O)c1cc(OC)c(OC)cc1NC(=O)Cc1ccccc1[N+](=O)[O-]
    8, 12, 108, 0.2, 0, 6, 106, 0, -2
